E-sel inducer – E-selectin induction in HUVECs, primary screen, imaging, HUVEC, immunofluorescence imaging, single point | normalized: neutral wells 0, TNF-alpha wells 100 | activation, % at 7.58 µM | actives 0.37% (n = 260,000);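 active = mean E-selectin-positive cell signal at least 10% of the positive control, reached in at least 60% of replicates, without over 20% cell loss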;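 also: in these data hits start at about 27%; measured in HUVEC primary endothelial cells; signal is the percent of cells scored E-selectin positive by PE staining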
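Test system: HUVEC; input: 3,000 HUVEC/well; measured by: immunofluorescence imaging; read-out: % PE-positive cells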
RAD52 inh – RAD52 DNA annealing inhibitors, primary screen, biochemical, FRET, single point, set 2; AID 651710, 2012; actives 0.46% (n = 360,000); recombinant RAD52 DNA annealing, FRET fluorescence; DNA repair protein RAD52 homolog (Homo sapiens), P43351; inhibition, % at 18.7 µM;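 active = every replicate showing at least 50% inhibition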
PGC1a acetyl inh – inhibitors of PGC1a acetylation signal, primary screen, cell-based, U2OS, AlphaScreen, inhibitor mode; AID 651687, 2012; actives 0.17% (n = 350,000); inhibition, % at 15.6 µM; AlphaScreen anti-acetyl-lysine; with virally co-expressed GCN5 acetyltransferase;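 active = every replicate shows inhibition of at least 40%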;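 also: 0% = neutral control wells and 100% = positive control wells; some results beyond the cut were filed as inactive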
PglD inh – C. jejuni PglD acetyltransferase inhibitors, primary screen, biochemical, DTNB colorimetric, single point; purified PglD enzyme, DTNB colorimetric CoA detection; UDP-N-acetylbacillosamine N-acetyltransferase PglD (Campylobacter jejuni); AID 602405, 2012; actives 0.098% (n = 360,000); inhibition, % at 12.5 µM; in the data active = inhibition above about 16%, passing the limit was not always enough; also: strong numbers were not always called active
RAD54 inh – inhibitors of human RAD54 branch migration, primary screen, biochemical, fluorescence, single point | RAD54 Holliday junction branch migration, FAM/BHQ fluorescence | inhibition, % at 10.4 µM | actives 0.14% (n = 360,000) | AID 602329, 2012;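 active = mean normalized replicate activity at least 40 and at least half of replicates scoring 40 or more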;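 also: 0% = median of neutral control wells and 100% = median of positive control wells; inhibitors cause a drop in the FAM fluorescence signal; in these data hits start at about 50%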
ERAP1 HTS inh – human ERAP1 aminopeptidase inhibitors, primary screen, biochemical, single point, plate reader. Endoplasmic reticulum aminopeptidase 1 (Homo sapiens), Q9NZ08. recombinant ERAP1, Leu-AMC fluorescence, 60 min. inhibition, % at 10.7 µM. actives 0.15% (n = 340,000). AID 652197, 2013;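 active = mean replicate inhibition of at least 30%, or all replicates individually reaching that 30% level; inactive = mean below 30% and not every replicate reaching it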;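 also: 0% = neutral control wells and 100% = L-leucinethiol positive control wells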
Target sequence (Q9NZ08 whole entry, looked up): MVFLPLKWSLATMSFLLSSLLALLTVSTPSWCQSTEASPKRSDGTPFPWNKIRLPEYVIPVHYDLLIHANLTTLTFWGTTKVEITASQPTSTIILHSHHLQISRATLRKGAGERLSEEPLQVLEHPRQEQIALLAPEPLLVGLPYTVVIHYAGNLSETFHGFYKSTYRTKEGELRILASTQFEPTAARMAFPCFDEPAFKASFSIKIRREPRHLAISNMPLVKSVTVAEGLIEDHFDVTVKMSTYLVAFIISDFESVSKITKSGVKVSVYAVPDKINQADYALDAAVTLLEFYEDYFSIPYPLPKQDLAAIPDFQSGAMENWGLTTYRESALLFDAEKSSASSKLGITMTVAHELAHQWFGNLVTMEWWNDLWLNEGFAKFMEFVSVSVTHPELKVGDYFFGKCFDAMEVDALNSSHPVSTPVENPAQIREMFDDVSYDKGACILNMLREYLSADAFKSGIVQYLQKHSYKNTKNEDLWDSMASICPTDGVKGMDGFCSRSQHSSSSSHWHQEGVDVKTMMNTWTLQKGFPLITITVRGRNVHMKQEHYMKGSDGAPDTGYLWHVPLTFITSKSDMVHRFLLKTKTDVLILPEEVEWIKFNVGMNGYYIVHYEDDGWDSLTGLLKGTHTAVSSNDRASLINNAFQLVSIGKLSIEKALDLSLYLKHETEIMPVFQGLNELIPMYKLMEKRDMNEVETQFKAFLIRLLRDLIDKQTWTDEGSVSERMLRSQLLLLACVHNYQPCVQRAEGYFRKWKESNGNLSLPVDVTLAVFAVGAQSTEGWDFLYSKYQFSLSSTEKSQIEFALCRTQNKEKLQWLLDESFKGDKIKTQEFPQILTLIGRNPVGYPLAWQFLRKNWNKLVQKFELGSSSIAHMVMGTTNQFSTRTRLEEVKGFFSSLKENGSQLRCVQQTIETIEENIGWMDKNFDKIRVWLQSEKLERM
miR122 inh – miR-122 Renilla sensor signal increase in Huh7, primary screen, miR-122 inhibitor project, cell-based, single point, plate reader | Huh7 miR-122 Renilla luciferase sensor, 48 h; neutral wells = 0, positive control = 100 | activation (reporter increase), % at 12.5 µM | actives 0.3% (n = 340,000);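 active = mean replicate activation score at least 90 and every replicate individually at or above 90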;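 also: higher luciferase means less miR-122 activity so hits act as miR-122 inhibitors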
Cneo AK release – Cryptococcus neoformans cell lysis inducers, primary screen, AK release luminescence, single concentration. C. neoformans lysis, adenylate kinase release luminescence, 4 h; normalised: neutral wells 0, clomiphene wells 100. lysis activity, % at 15 µM. actives 0.2% (n = 360,000);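 active = mean lysis activity across replicates of at least 80%, whatever share of replicates individually reach that level; inactive = mean lysis activity below 80%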
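Assay system: C. neoformans cells. Amount: yeast cell density of 5 × 10^6 cells/mL. Technique: AK luminescence. Buffer or medium: YPD. Times: static 4 h at 37 °C with compound, 1 h detection. Dosing: single-point compound dose. Read-out: lysis from increased AK signal.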
* hit, by the source's call; [ ] = another dose, or the depositor's remark.

Screening CC1=C(C(=O)N2CCCCCC2)CC(CC(=O)NC2CCCC2)C(=O)N1Cc1ccccc1 (stereo not drawn) returned E-sel inducer 0.1, RAD52 inh 0, PGC1a acetyl inh -1, PglD inh 3, RAD54 inh -8, ERAP1 HTS inh -7, miR122 inh 2 and Cneo AK release -1.
Screening CO[C@H]1CN(C)C(=O)c2ccc(NC(=O)c3ccc(F)cc3)cc2OC[C@H](C)N(C(C)=O)C[C@@H]1C returned E-sel inducer -0.1, RAD52 inh 10, PGC1a acetyl inh -5, PglD inh 3, RAD54 inh -1, ERAP1 HTS inh 0 and Cneo AK release -10.
`COc1ccc(S(=O)(=O)N2CCC(C(=O)N[C@@H](C)C(=O)N3CCCC3)CC2)cc1` gave E-sel inducer 0.0, RAD52 inh -4, PGC1a acetyl inh -3, PglD inh 0, RAD54 inh 6, ERAP1 HTS inh -3, miR122 inh -4 and Cneo AK release 4.
For O=C(CSc1nc2ccccc2o1)NCC(=O)c1ccccc1 the results were PGC1a acetyl inh 3, PglD inh 4, RAD54 inh -1, miR122 inh -4 and Cneo AK release -2.
Screening C[C@@H]1CCCCO[C@H](CN(C)C(=O)Nc2cccc3ccccc23)[C@@H](C)CN([C@H](C)CO)C(=O)c2cc(NC(=O)Nc3ccc(F)cc3)ccc2O1 returned E-sel inducer -0.3, RAD52 inh -15, PGC1a acetyl inh 7, PglD inh 3, RAD54 inh -2, ERAP1 HTS inh 0, miR122 inh 6[16.7 µM] and Cneo AK release 0.
`Cc1ccc(S(=O)(=O)N2[C@@H](c3cccc(Cl)c3)C(C(=O)OC(C)(C)C)=CC[C@H]2c2ccc(C(C)C)cc2)cc1` gave E-sel inducer -0.8, RAD52 inh -14, PGC1a acetyl inh -1, PglD inh -2, RAD54 inh -7, ERAP1 HTS inh 9, miR122 inh 3 and Cneo AK release -1.
`CC(C)C(=O)Nc1ccc2c(c1)C(=O)N(C)[C@H]1CC[C@H](CC(=O)Nc3ccccc3)O[C@@H]1CO2` gave E-sel inducer 0.0, RAD52 inh 3, PGC1a acetyl inh -13, PglD inh 41, RAD54 inh -4, ERAP1 HTS inh 1, miR122 inh 0[16.7 µM] and Cneo AK release 4.
Screening CCOC(=O)C1CCN(C2CC(=O)N(c3ccc(OCC)cc3)C2=O)CC1 (stereo not drawn) returned PGC1a acetyl inh 9, PglD inh 4, RAD54 inh 6, miR122 inh 1 and Cneo AK release -4.
CC1C(=O)N(Cc2cn(Cc3ccco3)nn2)CCS(=O)(=O)N1Cc1ccc(-c2ccc(F)cc2Cl)cc1 (stereo not drawn) was read as E-sel inducer -0.1, RAD52 inh -42, PGC1a acetyl inh 7, PglD inh 2, RAD54 inh 1, ERAP1 HTS inh 6, miR122 inh -3 and Cneo AK release 3.
For C[C@@H]1CCCCO[C@H](CN(C)S(=O)(=O)c2ccc(Cl)cc2)[C@@H](C)CN([C@@H](C)CO)C(=O)c2cc(NC(=O)Nc3cccc4ccccc34)ccc2O1 the results were E-sel inducer 0.2, RAD52 inh 15, PGC1a acetyl inh 11, PglD inh 0, RAD54 inh -6, ERAP1 HTS inh -2, miR122 inh 1[16.7 µM] and Cneo AK release 60.
Screening CCOCCc1nnc(NC(=O)CSc2ccccc2)s1 returned PGC1a acetyl inh 1, PglD inh 2, RAD54 inh 0, miR122 inh -8 and Cneo AK release 0.
Cc1cccc(C)c1Cn1c(C)c(C(=O)NCc2ccc(C#N)cc2)sc1=O was read as RAD52 inh -31, PglD inh -5, RAD54 inh -2 and Cneo AK release -1.
Screening COCCNC(=O)C(OC(=O)c1ccco1)c1ccccc1F (stereo not drawn) returned E-sel inducer -0.1, RAD52 inh -4, PGC1a acetyl inh -3, PglD inh -2, RAD54 inh -13, ERAP1 HTS inh -3, miR122 inh 0 and Cneo AK release -1.
COc1ccc(S(=O)(=O)Nc2ccc3c(c2)C(=O)N([C@H](C)CO)C[C@H](C)[C@H](CN(C)S(=O)(=O)c2ccc(C)cc2)OCCCC[C@@H](C)O3)cc1 was read as RAD52 inh -43, PGC1a acetyl inh 7, PglD inh -10, RAD54 inh 4, ERAP1 HTS inh 0, miR122 inh 3[16.7 µM] and Cneo AK release 3.
For CC(C)(C)N(Cc1nc(-c2ccccc2)no1)C(=O)c1ccc2c(c1)OCO2 the results were RAD52 inh -5, PGC1a acetyl inh -7, PglD inh -3, RAD54 inh -7, ERAP1 HTS inh 4, miR122 inh -4 and Cneo AK release -3.
For O=C(C[C@H]1CC[C@H](NC(=O)c2ccc3c(c2)OCO3)[C@@H](CO)O1)NCc1ccc(Cl)cc1 the results were E-sel inducer -0.1, RAD52 inh -11, PGC1a acetyl inh 0, PglD inh -1, RAD54 inh 2, ERAP1 HTS inh -2 and Cneo AK release 7.
Screening CC(C)OC(=O)CN1C(=O)S/C(=C/c2ccc(N3CCCCC3)o2)C1=O returned RAD52 inh -423, PGC1a acetyl inh 22, PglD inh 4, RAD54 inh -20, ERAP1 HTS inh 10, miR122 inh -5 and Cneo AK release -1.
For CCC(CC)C1C(C#N)=C(N)Oc2n[nH]c(C)c21 (stereo not drawn) the results were PGC1a acetyl inh 10, PglD inh -5, RAD54 inh 2, miR122 inh 0 and Cneo AK release -1.
For COc1ccccc1NC(=O)N1C[C@@H](C)[C@H](OC)CN(C)C(=O)c2ccc(NC(=O)c3cnccn3)cc2OC[C@H]1C the results were E-sel inducer 0.0, RAD52 inh -4, PGC1a acetyl inh 11, PglD inh 6, RAD54 inh -11, ERAP1 HTS inh -5 and Cneo AK release -3.
For Cc1ccc(S(=O)(=O)NCCNc2ccc([N+](=O)[O-])cc2)cc1 the results were E-sel inducer 0.4, RAD52 inh 2, PglD inh -6, RAD54 inh 3, ERAP1 HTS inh 1, miR122 inh 7 and Cneo AK release 6.
COc1cccc(C(NC(C)=O)c2nc(/C=C/c3ccccc3)cs2)c1 (stereo not drawn) was read as E-sel inducer 0.0, RAD52 inh -19, PGC1a acetyl inh 4, PglD inh -6, RAD54 inh -7, ERAP1 HTS inh 0, miR122 inh 0 and Cneo AK release 2.
For C#CCN(C(=O)c1ccc(OC)c(OC2CCN(C(C)C)CC2)c1)C1CCCCC1 the results were E-sel inducer -0.1, RAD52 inh -19, PglD inh -5, RAD54 inh 2, ERAP1 HTS inh -2, miR122 inh -10 and Cneo AK release 2.
For O=C(CSc1nc2[nH]ncc2c(=O)n1-c1ccccc1Cl)N1CCCC1 the results were RAD52 inh 7, PGC1a acetyl inh -5, ERAP1 HTS inh -1 and miR122 inh 1.
Screening O=C(NCCc1ccccc1)C(=O)NCC1(c2ccccc2)CCCC1 returned PGC1a acetyl inh 11, PglD inh -5, RAD54 inh 6, miR122 inh -10 and Cneo AK release -1.
CC(C)CSc1nc2ccccc2n1CC(N)=O was read as PGC1a acetyl inh 3, PglD inh 1, RAD54 inh -4, miR122 inh -8 and Cneo AK release 0.
`Cc1ccc(Oc2ncc(CN3CC(C)OC(C)C3)s2)cc1` (stereo not drawn) gave E-sel inducer 0.0, PglD inh -2, RAD54 inh -3, miR122 inh 1 and Cneo AK release 6.
Screening C/C=C/c1ccc2c(c1)O[C@@H](CN(C)C(=O)NC1CCCC1)[C@H](C)CN([C@H](C)CO)S2(=O)=O returned E-sel inducer 0.6, RAD52 inh 3, PGC1a acetyl inh -5, PglD inh 0, RAD54 inh -2, ERAP1 HTS inh 0, miR122 inh 5[16.7 µM] and Cneo AK release -12.
Screening Cc1ccc(NC(=O)CNCc2cccs2)c(Br)c1 returned E-sel inducer 1.1, RAD52 inh -9, PGC1a acetyl inh 4, PglD inh 0, RAD54 inh -18, ERAP1 HTS inh 1, miR122 inh -4 and Cneo AK release -3.
Screening CC(=O)N1CCc2cc(S(=O)(=O)CCC(=O)N3CCN(c4ccccn4)CC3)ccc21 returned PGC1a acetyl inh -22, PglD inh 12, RAD54 inh 5, miR122 inh -3 and Cneo AK release 0.
For CCOCCCNC(=O)c1ccccc1OC1CCN(S(C)(=O)=O)CC1 the results were E-sel inducer 0.9, RAD52 inh -3, PGC1a acetyl inh 2 and ERAP1 HTS inh 4.
COc1ccc(CN(C)C[C@H]2Oc3ccc(NS(=O)(=O)c4cccs4)cc3C(=O)N([C@H](C)CO)C[C@H]2C)cc1 was read as E-sel inducer -24, RAD52 inh -4, PGC1a acetyl inh 1, ERAP1 HTS inh 0 and miR122 inh 25[16.7 µM].
`CC(C)CN(C1CCS(=O)(=O)C1)S(=O)(=O)c1ccc(C(C)C)cc1` (stereo not drawn) gave E-sel inducer 0.2, RAD52 inh -8, PGC1a acetyl inh -4, PglD inh -2, RAD54 inh -4, ERAP1 HTS inh -4 and Cneo AK release 3.
`CN(C)CC(=O)N1[C@@H](CO)[C@@H](c2ccccc2)C12CN(C(=O)c1ccccc1)C2` gave E-sel inducer 0.0, RAD52 inh -34, PGC1a acetyl inh 4 and ERAP1 HTS inh -1.
For COc1ccccc1NC(=O)/C=C\c1ccco1 the results were E-sel inducer -0.1, RAD52 inh -36, PGC1a acetyl inh -8, PglD inh -6, RAD54 inh -13, ERAP1 HTS inh 1, miR122 inh 5 and Cneo AK release -2.
C=CCN(c1ccccc1OC)S(=O)(=O)c1cccc(C(=O)NC2=NCCS2)c1 was read as E-sel inducer 5.2, RAD52 inh -10, PGC1a acetyl inh 0, PglD inh 3, RAD54 inh -6, ERAP1 HTS inh -1, miR122 inh 10 and Cneo AK release 0.
`CC(=O)Nc1ccc(NCC(=O)c2ccccc2)cc1` gave E-sel inducer -0.1, RAD52 inh -7, PglD inh 3, RAD54 inh -3, ERAP1 HTS inh -1, miR122 inh 1 and Cneo AK release 0.
`CN(C)c1nc(N)nc(CSc2nnnn2C)n1` gave PGC1a acetyl inh -2, PglD inh -1, RAD54 inh -2, miR122 inh 1 and Cneo AK release 12.

For convenience, five of the compounds above.
`CN(C)CC(=O)N1[C@@H](CO)[C@@H](c2ccccc2)C12CN(C(=O)c1ccccc1)C2` gave E-sel inducer 0.0, RAD52 inh -34, PGC1a acetyl inh 4 and ERAP1 HTS inh -1.
For COc1ccccc1NC(=O)/C=C\c1ccco1 the results were E-sel inducer -0.1, RAD52 inh -36, PGC1a acetyl inh -8, PglD inh -6, RAD54 inh -13, ERAP1 HTS inh 1, miR122 inh 5 and Cneo AK release -2.
C=CCN(c1ccccc1OC)S(=O)(=O)c1cccc(C(=O)NC2=NCCS2)c1 was read as E-sel inducer 5.2, RAD52 inh -10, PGC1a acetyl inh 0, PglD inh 3, RAD54 inh -6, ERAP1 HTS inh -1, miR122 inh 10 and Cneo AK release 0.
`CC(=O)Nc1ccc(NCC(=O)c2ccccc2)cc1` gave E-sel inducer -0.1, RAD52 inh -7, PglD inh 3, RAD54 inh -3, ERAP1 HTS inh -1, miR122 inh 1 and Cneo AK release 0.
`CN(C)c1nc(N)nc(CSc2nnnn2C)n1` gave PGC1a acetyl inh -2, PglD inh -1, RAD54 inh -2, miR122 inh 1 and Cneo AK release 12.

Assay outcomes from PubChem.
